AHR activator – activators of human aryl hydrocarbon receptor | 2.5% of 320,000 active | AHR-responsive luciferase reporter cells, luminescence | P35869 | activation, % at 5 µM; in the data active means activation above about 47%;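 further: 0% = vehicle wells and 100% = reference agonist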
ZTA DNA inh – ZTA (EBV) inhibition in EBNA-1 counter-screen. P03206. AID 2234. ZTA-DNA binding, fluorescence polarization. inhibition, % at 11 µM. 0.15% of 320,000 active; in the data active means inhibition above about 33%
LAP4-GFP MLPCN – modulators of TOR pathway LAP4-GFP in S. cerevisiae | S. cerevisiae LAP4-GFP multiplex, flow cytometry GFP, 3 h; median GFP as percent of DMSO wells | GFP response vs DMSO, % at 10 µM | 0.34% of 320,000 active | AID 2023;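 active means GFP response vs DMSO above a set limit, about the screen mean plus 3 SD, cut at about 150% in these data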
RPL19A-GFP yeast – alters RPL19A-GFP fluorescence in TOR pathway yeast screen | 0.3% of 330,000 active | percent response vs DMSO, % at 10 µM | S. cerevisiae RPL19A-GFP strain, flow cytometry, 3 h; hits give low values;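 active means percent response vs DMSO below 50%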;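 further: median channel GFP fluorescence of the barcoded RPL19A-GFP strain; ratio of sample median GFP to plate DMSO average so 100% = DMSO; lower means less RPL19A-GFP as with rapamycin TOR inhibition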
MEP2-GFP yeast – yeast TOR pathway MEP2-GFP modulation | S. cerevisiae MEP2-GFP strain, flow cytometry GFP, 3 h; 100% = DMSO control level | GFP response vs DMSO, % at 10 µM | 0.51% of 330,000 active | AID 2016;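 active means GFP response versus DMSO above a set limit, roughly screen mean plus 3 SD, cut at about 180% in these data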;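 further: median GFP fluorescence of the barcode-gated MEP2-GFP cells per well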
EBNA-1 inhibitor – blocks EBNA-1 binding to DNA | EBNA-1 DNA binding, fluorescence polarization | inhibition, % at 14.8 µM | 0.34% of 300,000 active | AID 1950; in the data active means inhibition above about 28%
procasp7 counter – counter-screen: procaspase-7 (human) activation; P55210; recombinant procaspase-7, Ac-DEVD-pNA absorbance 405 nm; D23A/D198A/D206A triple mutant, cannot self-cleave; scale: DMSO 0, 5 µM enzyme 100; activation, % at 8.5 µM; 0.093% of 330,000 active; AID 463210;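 active means percent activation above the screen-wide mean plus 3 SD, cut at about 25% in these data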
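System: Uncleavable procaspase-7 mutant enzyme; Amount: 2 µM procaspase-7 mutant as dispensed; Schedule: 1 h compound preincubation, 2 h substrate cleavage, 25 °C; Measured by: 405 nm absorbance of p-nitroaniline; Evaluation: percent activation from buffer-corrected 0–120 min absorbance change; Control set: low DMSO alone, high DMSO plus 5 µM PC-7.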
procasp3 activ – procaspase-3 (human) activation. P42574. activation, % at 8.5 µM. 0.11% of 330,000 active. recombinant procaspase-3 D3A, Ac-DEVD-pNA absorbance 405 nm;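 active means activation above the mean of all tested compounds plus 3 SD, cut at about 21% in these data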;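 further: 0% = DMSO alone and 100% = DMSO wells spiked with extra 5 µM PC-3 D3A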
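Technique: 405 nm absorbance of p-nitroaniline, reads at 0 and 120 min; Test system: Procaspase-3 D3A mutant; Incubation: 1 h enzyme-compound preincubation, then 2 h substrate reaction, 25 °C; Repeats: singlicate, each compound tested once; Benchmarks: low control DMSO wells, high control DMSO plus 5 µM PC-3 D3A.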
* hit, by the source's call; x = no result given; & = joins results of further samples.

compound	AHR activator	ZTA DNA inh	LAP4-GFP MLPCN	RPL19A-GFP yeast	MEP2-GFP yeast	EBNA-1 inhibitor	procasp7 counter	procasp3 activ
O=C(CCCN1C(=O)c2ccccc2C1=O)Nc1ccc(Br)cn1	-3	-7	103	95	102	-1	0	11
CCOC(=O)C(C(C)=O)=C1SC2CS(=O)(=O)CC2S1 (stereo not given)	2	13	102	96	92	-7	0	0
Cc1ccc(S(N)(=O)=O)cc1NC(=O)c1ccc2c3c(cccc13)CC2	42	5	101	106	110	-12	4	12
CCCCNC(=O)C1c2ccccc2Oc2ccccc21	0	-20	98	101	99	-5	5	-3
Cc1[nH]c2ccccc2c1C(=O)NS(=O)(=O)Nc1ccc(F)cc1	2	-14	108	100	105	-7	11	-3
Fc1ccc(-c2cnc3n2CCCCC3)cc1	1	-6	103	102	117	-2	12	0
COc1cc(C2C3C(=O)N(Cc4ccccc4)C(=O)C3ON2c2ccccc2)cc(OC)c1O (stereo not given)	4	2	97	102	108	6	-5	-5
Cc1ccc(-n2nnc(-c3cc4ccccc4nc3Cl)n2)cc1	34	3	105	95	106	-2	8	11
Cc1nn(C)cc1-c1cc(C(=O)O)c2ccccc2n1	-1	14	100	96	95	0	2	-2
CCOc1ccc(N2CC(O)(c3ccc(F)cc3)[N+]3=C2CCCC3)cc1 (stereo not given)	-2	3	86	95	98	-4	2	-12
COc1ccccc1/C=C/C(=O)Nc1nc(N)n(-c2ccccc2)n1	78*	3	107	93	99	-4	0	5
CC1=Nn2c(nnc2-c2ccccc2F)SC1	-1	6	89	98	94	-3	12	0
CCn1nc(C)c(CN2CCCC(CO)(Cc3cccc(Cl)c3)C2)c1C (stereo not given)	-1	5	103	99	99	11	5	3
CCOC(=O)Cc1csc(NC(=S)NC(=O)c2ccccc2Br)n1	-3	-12	90	101	98	-2	12	5
Cc1ccc(F)cc1CNC(=O)c1cc(COc2ccc3ncccc3c2)on1	-2	3	88	87	97	-4	-4	3
CC(C)C1=NN(C(=O)c2ccccc2)C(O)(C(C)(C)C)C1 (stereo not given)	6	-9	91	92	96	-3	-4	2
CC(C)Oc1ccc(C(=O)OC(C)C(=O)NC2CCCCC2C)cc1 (stereo not given)	3	-12	100	101	104	-12	-2	-2
Cc1cc(C)cc(N(CCC#N)C(=O)CSc2nc3nc(C)cc(C)n3n2)c1	3	-1	100	99	100	4	-3	15
O=S(=O)(c1ccccc1)N1N=C(c2ccccc2)CC1c1ccccc1F (stereo not given)	6	1	90	109	113	4	7	2
Cc1cccc(-n2ncc3c2CCCC3NC(=O)CC(F)(F)F)c1C (stereo not given)	0	9	95	106	108	-7	1	-1
CC(C)OC(=O)c1ccc(COC(=O)c2cccc(-c3nnc(-c4ccccc4)o3)c2)cc1	8	-3	91	102	93	-18	3	3
CCC(C)(C)n1nnnc1CN(Cc1cc2cc(OC)ccc2[nH]c1=O)C1CCCC1	7	16	95	95	103	2	2	5
CCCOC1CCCN(C(=O)CCc2nnc(Cc3cccc(C)c3)o2)C1 (stereo not given)	4	12	113	98	117	7	6	7
NC(=O)CCn1c(C(=O)c2ccc(Cl)cc2)c2ccccc2[n+]1[O-]	9	-16	118	106	96	8	-13	-3
Oc1c(Br)cc(Br)cc1CNc1cnc2ccccc2c1	10	-3	116	94	101	-12	-25	-38
COc1ccccc1CNC(=O)COC(=O)c1c(C)nn(-c2ccccc2)c1Cl	0	-25	85	105	118	1	-1	-1
CCC(c1ccccc1)c1nc(-c2cccnc2)no1 (stereo not given)	15	5	89	103	104	-14	-6	3
COc1cc(OC)cc(C(=O)NCC(=O)N2CCCCCCC2)c1	17	-29	103	96	96	x	5	-2
CC1(C)C(=O)C2(C(=O)NCc3ccccc3)CCC1C2 (stereo not given)	-1	-3	99	99	100	2	2	-6
CCO[C@H]1OC(C(=O)N2CCN(C)CC2)=C[C@@H](c2coc3ccccc3c2=O)[C@@H]1CCCO	-3	3	110	115	100	-9	15	9
COc1ccc(S(=O)(=O)Nc2cc(C)ccn2)cc1	1	-7	x	93	96	-7	-1	4
CN(CCn1ccnc1)Cc1cn(-c2ccccc2)nc1-c1ccc2c(c1)OCO2	55*	8	107	98	109	-2	2	0

Reformatted with two lines to a compound: 13 of the compounds above.
Under each structure: AHR activator	ZTA DNA inh	LAP4-GFP MLPCN	RPL19A-GFP yeast	MEP2-GFP yeast	EBNA-1 inhibitor	procasp7 counter	procasp3 activ
CC(C)Oc1ccc(C(=O)OC(C)C(=O)NC2CCCCC2C)cc1 (stereo not given)
  3	-12	100	101	104	-12	-2	-2
Cc1cc(C)cc(N(CCC#N)C(=O)CSc2nc3nc(C)cc(C)n3n2)c1
  3	-1	100	99	100	4	-3	15
O=S(=O)(c1ccccc1)N1N=C(c2ccccc2)CC1c1ccccc1F (stereo not given)
  6	1	90	109	113	4	7	2
Cc1cccc(-n2ncc3c2CCCC3NC(=O)CC(F)(F)F)c1C (stereo not given)
  0	9	95	106	108	-7	1	-1
CC(C)OC(=O)c1ccc(COC(=O)c2cccc(-c3nnc(-c4ccccc4)o3)c2)cc1
  8	-3	91	102	93	-18	3	3
CCC(C)(C)n1nnnc1CN(Cc1cc2cc(OC)ccc2[nH]c1=O)C1CCCC1
  7	16	95	95	103	2	2	5
CCCOC1CCCN(C(=O)CCc2nnc(Cc3cccc(C)c3)o2)C1 (stereo not given)
  4	12	113	98	117	7	6	7
NC(=O)CCn1c(C(=O)c2ccc(Cl)cc2)c2ccccc2[n+]1[O-]
  9	-16	118	106	96	8	-13	-3
Oc1c(Br)cc(Br)cc1CNc1cnc2ccccc2c1
  10	-3	116	94	101	-12	-25	-38
COc1ccccc1CNC(=O)COC(=O)c1c(C)nn(-c2ccccc2)c1Cl
  0	-25	85	105	118	1	-1	-1
CCC(c1ccccc1)c1nc(-c2cccnc2)no1 (stereo not given)
  15	5	89	103	104	-14	-6	3
COc1cc(OC)cc(C(=O)NCC(=O)N2CCCCCCC2)c1
  17	-29	103	96	96	x	5	-2
CC1(C)C(=O)C2(C(=O)NCc3ccccc3)CCC1C2 (stereo not given)
  -1	-3	99	99	100	2	2	-6

(list continues)
compound	AHR activator	ZTA DNA inh	LAP4-GFP MLPCN	RPL19A-GFP yeast	MEP2-GFP yeast	EBNA-1 inhibitor	procasp7 counter	procasp3 activ
Cc1ccc(C)c(NC(=O)COC(=O)c2ccc[n+]([O-])c2)c1	1	x	91	100	97	x	2	5
N=C(N)SCc1nc2ccccc2c(=O)n1-c1ccccc1	19&18	14&-25	113&96	91&96	106&99	0&-8	-6&-15	-2&-19
COc1ccc(C(=O)N/C(=C/c2ccco2)C(=O)NC2CCS(=O)(=O)C2)cc1 (stereo not given)	0	-3	112	93	101	6	1	-8
O=C(CSc1nnc(CNC(=O)c2ccco2)o1)Nc1ccc(Cl)cc1	22	0	87	96	96	3	7	5
CCN1CCC(CNCc2cn(-c3ccc(OC)cc3)nc2-c2ccccc2Cl)C1 (stereo not given)	-2	-10	101	98	102	-6	-3	3
COc1ccc(C2=CC(c3cc(OC)c(OC)c(OC)c3)NC(=S)N2)cc1 (stereo not given)	30	-19	97	98	106	-5	-12	-7
COc1ccc(C)cc1NC(=O)COC(=O)c1ccccc1SCC(=O)N1CCCC1	2	-13	98	93	103	4	0	6
O=[N+]([O-])c1ccccc1/C=C/C=N/Nc1ccc(S(=O)(=O)Nc2ccc(Cl)cc2)cc1[N+](=O)[O-]	5	-8	101	96	102	-3	0	3
COC(=O)[C@@H]1[C@@H](C#N)C2(c3ccccc3-c3ccccc32)N(c2ccc(Cl)cc2)N1C#N	1	-18	93	97	95	0	-9	2
O=C(Nc1cccc(-n2cnnn2)c1)c1ccc(OC(F)(F)F)cc1	-2	18	92	98	114	0	9	17
COc1cccc(-c2nc(CS(=O)(=O)CC(=O)NC3CC3)c(C)o2)c1	3	11	111	108	116	-7	11	13
NS(=O)(=O)c1cccc(NC(=O)c2ccc(NS(=O)(=O)c3cccc([N+](=O)[O-])c3)cc2)c1	0	x	111	95	103	x	7	-10
CCOC(=O)c1ccccc1-n1c(C)cc(C2N=C(N)Nc3nc4ccccc4n32)c1C (stereo not given)	4	1	97	96	105	2	5	-5
CC1Oc2ccccc2N(CC(=O)Nc2ccc3c(c2)OCCO3)C1=O (stereo not given)	0	-3	97	96	99	9	6	0
O=C(Cn1nc(-c2cccc([N+](=O)[O-])c2)c2ccccc2c1=O)Nc1cccnc1	0	-8	99	101	109	1	-1	-4
CCN(C(=O)CSc1nnc(-c2ccco2)n1CC)c1c(N)n(Cc2ccccc2)c(=O)[nH]c1=O	1	9	104	97	100	x	-2	5
O=C(CCc1ccccc1)N1CCN(Cc2ccc(F)cc2Cl)CC1	-3	-14	92	104	95	1	10	-4
CCCSc1nc2c(cnn2-c2ccc(Cl)cc2)c(=O)[nH]1	1	-2	94	94	91	-8	-2	2
O=S1(=O)CC/C(=N/Nc2ccccn2)c2cc(F)ccc21	16	-4	86	97	91	-21	-3	-1
COc1cc(CCC(=O)Nc2sccc2C#N)cc(OC)c1OC	2	-4	99	93	97	-4	-3	2
O=C(COC(=O)c1ccc2c(c1)C(=O)N(Cc1ccco1)C2=O)NCC(F)(F)F	0	-3	96	104	104	-3	2	-1
CN1Cc2cc(C(=O)c3cc(Cl)cc(CSc4ncccn4)c3O)cnc2NC1=O	5	-4	99	101	107	-1	-7	-12
